Assay outcomes as filed in PubChem.
dFosB act: activators of mouse delta FosB homodimer; P13346; purified delta FosB, TAMRA-CDK5 oligo fluorescence polarization; percent of positive-control signal above neutral wells; activation, % at 25 µM; hit rate 0.99% among 340,000;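 active = mean activation above about 17%, with every replicate also reaching it, limit read from the data, passing the limit was not always enough; inconclusive = only one of the two conditions met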;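 note: fluorescence polarization rise as delta FosB binds a TAMRA Cdk5 AP-1 oligo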
CDK5 inh: blocks human CDK5/p35 kinase activity; Q00535+Q15078; Recombinant CDK5/p35, ADP-Glo luminescence, 60 min; inhibition, % at 10 µM; hit rate 0.01% among 330,000; AID 488839;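 active = highest replicate inhibition of at least 50% and at least 75% of replicates reaching 50%; inconclusive = only one of the two criteria met; inactive = both criteria failed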;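 note: plate controls were DMSO neutral control for no effect and GW8510 at 10 µM for full effect; many of its hits are not listed in these tables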
Target sequence (Q00535 whole entry, looked up): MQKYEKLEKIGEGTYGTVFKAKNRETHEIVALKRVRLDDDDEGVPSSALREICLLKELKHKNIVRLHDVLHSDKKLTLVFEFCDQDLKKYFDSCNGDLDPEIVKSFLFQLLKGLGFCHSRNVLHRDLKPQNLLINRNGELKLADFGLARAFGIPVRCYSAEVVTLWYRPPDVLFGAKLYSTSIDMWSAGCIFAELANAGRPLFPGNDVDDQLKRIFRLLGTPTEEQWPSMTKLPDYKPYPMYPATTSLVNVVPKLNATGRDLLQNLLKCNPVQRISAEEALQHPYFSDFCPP
Target sequence (Q15078 whole entry, looked up): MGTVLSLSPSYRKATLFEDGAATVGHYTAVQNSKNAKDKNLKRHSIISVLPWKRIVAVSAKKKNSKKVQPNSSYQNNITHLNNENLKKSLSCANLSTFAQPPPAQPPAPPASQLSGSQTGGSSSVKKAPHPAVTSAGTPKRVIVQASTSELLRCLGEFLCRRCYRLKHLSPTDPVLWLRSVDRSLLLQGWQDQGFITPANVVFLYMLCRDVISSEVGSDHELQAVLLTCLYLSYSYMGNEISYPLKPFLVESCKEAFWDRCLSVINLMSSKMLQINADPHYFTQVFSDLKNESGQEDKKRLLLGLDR
Tat export inh: inhibitors of E. coli Tat protein transport. E. coli MC4100 TorA-mCherry Tat export, fluorescence. inhibition, % at 10 µM. hit rate 0.036% among 340,000. AID 488895;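 active = mean replicate inhibition at least 50% and at least half of replicates individually reaching 50%; inconclusive = only one of the two criteria met; inactive = neither criterion met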;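 note: exported cargo escapes ClpAP degradation while cytoplasmic cargo is degraded and loses fluorescence; 0% = median of neutral control wells and 100% = median of NaSCN control wells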
RTF Ca sens act: increases calcium sensitivity of human cardiac regulated thin filaments. hit rate 0.24% among 340,000. activation, % at 7.2 µM. IANBD-labeled TnC RTF fluorescence at EC20 calcium; 0% EC20 calcium, 100% full calcium. P19429+P45379;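 active = activation above the mean over all tested compounds plus 3 SD, cut at about 30% in these data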;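 note: rise in fluorescence read as greater calcium sensitivity of cardiac thin filaments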
Wnt bcat act: activates Wnt/beta-catenin signaling in a reporter cell assay. activator, plate reader. activation, % at 9.35 µM. hit rate 1.2% among 300,000. AID 743398; in the data active = activation above about 30%, passing the limit was not always enough; inconclusive = no clear call, values can overlap the other calls;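 note: 0% = neutral control wells and 100% = positive control wells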
Rtt109 HAT inh: C. albicans Rtt109 histone acetyltransferase inhibition; Q5AAJ8; purified Rtt109/Vps75, ThioGlo CoA-SH fluorescence, 4 h; inhibition, % at 34.9 µM; hit rate 0.16% among 330,000;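 active = inhibition of at least 50% in every replicate; inconclusive = best replicate reaches 50% inhibition but some replicates fall short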
Target sequence (Q5AAJ8 whole entry, looked up): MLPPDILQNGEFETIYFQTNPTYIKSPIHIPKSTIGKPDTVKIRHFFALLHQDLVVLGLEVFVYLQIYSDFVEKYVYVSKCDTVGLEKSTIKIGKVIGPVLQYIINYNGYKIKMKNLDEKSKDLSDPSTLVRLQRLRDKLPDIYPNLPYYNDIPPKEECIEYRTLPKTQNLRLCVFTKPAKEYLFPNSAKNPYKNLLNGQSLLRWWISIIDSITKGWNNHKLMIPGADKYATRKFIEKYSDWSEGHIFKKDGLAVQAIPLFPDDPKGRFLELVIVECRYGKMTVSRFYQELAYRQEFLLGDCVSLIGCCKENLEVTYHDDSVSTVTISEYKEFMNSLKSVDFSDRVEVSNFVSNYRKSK
CAL PDZ FP-1: blocks peptide binding to the human CAL PDZ domain; AID 602252; inhibition, % at 24.9 µM; hit rate 0.92% among 300,000; purified CAL PDZ, TMR-peptide fluorescence polarization, 1 h; Q9HD26;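 active = mean inhibition of at least 30% with at least half of replicates also reaching 30%; inconclusive = no clear call, values can overlap the other calls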;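 note: 0% = DMSO neutral control and 100% = excess unlabeled competitor peptide PRC23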
CAL PDZ FP-2: human CAL PDZ-peptide interaction inhibition. hit rate 0.02% among 330,000. Q9HD26. AID 504414. inhibition, % at 20 µM. purified CAL PDZ, TMR-peptide fluorescence polarization, 1 h;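 active = highest replicate inhibition of at least 40%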;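 note: plate controls were DMSO neutral control wells for no effect and unlabeled competitor peptide control wells for full effect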
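System: purified tagged CAL PDZ domain construct (CerCALP). Schedule: 1 h incubation at room temperature before polarization reading. Medium: 25 mM sodium phosphate pH 7.4, 150 mM NaCl, TCEP, IgG, Thesit. Read-out: percent inhibition from loss of millipolarization. Measured by: FP readout, S and P plane fluorescence. Probe or stimulus: fluorescent TMR peptide probe.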
MITF act: MITF TRPM1 promoter activation in melanoma cells | SK-MEL-5 TRPM1-promoter luciferase, 24 h; % of positive control, neutral wells = 0 | activation, % at 12.5 µM | hit rate 0.75% among 300,000;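 active = mean activation of at least 80% with every replicate also reaching 80%; inconclusive = mean reaches 80% but some replicate falls short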;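 note: 0% = neutral control wells and 100% = parthenolide positive control wells; values of inactives mirror those of a sister screen read the other way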
V-ATPase pH: yeast V-ATPase proton transport regulation by pHLuorin | S. cerevisiae, pHLuorin cytosolic pH fluorescence | response, % at 10 µM | hit rate 0.37% among 350,000; in the data active = response mostly above about 7.3%, no sharp cut-off; inactive = mostly below about 5.4%; note: actives read high; inactives centre near 0; some compounds called inactive have numbers as strong as hits; reference of the scale not given here
An asterisk follows results filed as active; ? = inconclusive; · = not tested or not shown.

SMILES	dFosB act	CDK5 inh	Tat export inh	RTF Ca sens act	Wnt bcat act	Rtt109 HAT inh	CAL PDZ FP-1	CAL PDZ FP-2	MITF act	V-ATPase pH
Cc1nnsc1NC(=O)OCCCl	-2	1.3	-6	11	·	-6	0	-0.3	3	1
CN1CCN(C2CC(=O)N(Cc3ccc(N4CCCC4=O)cc3)C2=O)CC1 (stereo unspecified)	-3	2.0	-3	-2	·	-3	-8	-0.1	·	11*
COc1ccc(NC(=O)N2CCCC2C(=O)NC23CC4CC(CC(C4)C2)C3)cc1 (stereo unspecified)	-1	0.0	-1	1	-1	-5	7	-0.5	·	1
CCn1cc(C(=O)Nc2cccc(C(=O)OC)c2)c(=O)c2ccc(C)nc21	-7	1.9	-9	5	·	2	-2	-0.9	10	-4
Cc1ccc(OCCC(=O)OCC(=O)Nc2ccccc2)cc1	-4	0.9	-15	0	-7	-1	-4	-0.1	-7	-5
COc1cc(NC(=O)COc2ccc(-n3cnnn3)cc2)cc(OC)c1OC	-1	1.0	10	-1	-2	9	-8	-0.9	-1	3
COC(=O)c1sc2nc(-c3ccccc3)c3c(c2c1N)CCCC3	-1	-2.6	-1	4	-5	-33	-3	-0.8	-2	-2
CS(=O)(=O)Nc1ccccc1C(=O)c1ccccc1	2	0.4	6	-9	-5	2	-2	-0.6	-14	1
CCC1CCCCN1C(=O)CCNC(=O)Cn1cnc2ccccc2c1=O (stereo unspecified)	-5	-0.1	-1	-3	2	-4	-1	-2.0	9	3
Cc1cc(C)n(C(=O)c2c([N+](=O)[O-])cnn2C)n1	6	-12	-2	7	·	1	-4	-1.1	7	-3
Cc1ccc(CN2CC(C(=O)Nc3ncccc3C)CC2=O)cc1 (stereo unspecified)	5	-0.7	-5	-3	-1	5	-4	-2.0	0	-6
CCCCN(C(=O)C(C)Oc1ccc(Br)cc1)c1c(N)n(Cc2ccccc2)c(=O)[nH]c1=O (stereo unspecified)	-6	2.3	0	4	-2	-18	0	-3.5	-7	1
N#Cc1ccccc1OCC(=O)N1CCc2ccccc2C1	-2	0.0	0	2	-1	0	-2	-1.6	7	-3
O=C(CCN1CCOCC1)c1ccc(Br)cc1	7	-0.3	6	1	0	18	-3	-1.8	10	10
CCOC(=O)c1nnn(-c2nc(OC)nc(N3CCCC3)n2)c1-c1ccccc1	-4	0.0	-15	-1	·	7	-5	-0.5	1	-5
CC(C)CN1C(=O)c2ccc(C(=O)Nc3ccc(OCC(=O)O)cc3)cc2C1=O	-11	-0.4	4	-3	0	-2	-10	0.0	-1	2
COc1cc(C(=O)Nc2nncs2)cc(OC)c1OC	-2	0.7	-3	-2	5	-14	-1	1.1	4	1
CCC(c1nnnn1Cc1ccc2c(c1)OCO2)N1CCN(c2ccccc2)CC1 (stereo unspecified)	-5	1.7	5	-4	·	3	0	-0.2	-4	5
CCCCN(C(=O)NCCCCCCNC(=O)N(CCCC)C1CCS(=O)(=O)C1)C1CCS(=O)(=O)C1 (stereo unspecified)	-3	·	4	-6	-1	12	-3	-2.3	-2	-4
O=C(Nc1ccc(Cl)c([N+](=O)[O-])c1)C(Sc1ccccc1)c1ccccc1 (stereo unspecified)	2	0.6	-1	-2	-2	8	·	-1.5	5	-3
Cc1nc(Nc2ccccc2)sc1C(=O)c1ccc(F)cc1	-17	0.7	11	5	10	-2	0	-1.2	53	4
O=C(c1cc2ccccc2o1)n1nnc2ccccc21	1	-0.3	2	9	·	-3	1	0.0	-8	-3
COc1ccccc1NC(=O)CSc1nc(O)cc(=O)[nH]1	2	0.0	2	3	·	·	-4	-1.7	-7	-4
COC(=O)Nc1ccc(Cn2cc(C(F)(F)F)ccc2=O)cc1	-2	-5.2	4	·	-1	0	4	-0.6	1	-1
COc1ccccc1C(=O)NC(CCSC)C(=O)N1CCC(Cc2ccccc2)CC1 (stereo unspecified)	-13	-0.1	2	5	-7	5	-2	-1.8	-19	1
The list goes on.
SMILES	dFosB act	CDK5 inh	Tat export inh	RTF Ca sens act	Wnt bcat act	Rtt109 HAT inh	CAL PDZ FP-1	CAL PDZ FP-2	MITF act	V-ATPase pH
O=C1Cc2ccccc2C(=O)N1Cc1ccccc1	-4	-1.0	-3	2	-1	0	1	-1.1	·	-5
CCOc1ccc2nc(SCC(=O)c3ccc(C)s3)sc2c1	8	-1.0	-4	-10	1	3	-2	-3.1	25	2
Cc1nccn1CCCNCc1c(C(=O)N2CCCCCCC2)nc2ccc(Cl)cn12	-9	-1.8	-5	1	-1	-2	3	-2.3	9	5
C=CCOC(=O)/C(=C\c1cccc2ccccc12)NC(=O)c1ccccc1	-1	-3.3	6	-1	·	?	-5	0.2	26	-66
O=C1CCN(CCCc2ccccc2)CCN1[C@H](CO)c1ccccc1	2	-0.1	-3	-3	-2	1	-1	0.2	-2	5
Clc1ccc(Nc2ccc(-n3ccnc3)nn2)cc1Cl	-1	0.7	6	7	·	0	-4	-0.8	28	-1
CCCCn1c(=N)n(CC(=O)c2ccco2)c2ccccc21	-4	-0.2	-1	3	·	4	-3	-0.2	-10	-2
O=c1c2ccccc2nc2n1C(CSc1ccc(F)cc1)CS2 (stereo unspecified)	1	1.9	-4	1	-1	-3	-3	0.4	17	-1
COc1ccc(-c2cc(=O)oc3cc(OC(C)C(=O)NC4CC4)ccc23)cc1 (stereo unspecified)	1	-2.0	-8	5	-1	-6	-3	-2.5	8	-5
O=C(COC(=O)C1CC2CCCC(C1)C2=O)NNC(=O)c1ccc([N+](=O)[O-])cc1 (stereo unspecified)	4	1.3	-8	3	1	-4	-1	-1.8	-8	15
COC(=O)c1[nH]c2ccc(C)cc2c1NC(=O)C1=COCCO1	5	1.4	0	4	-1	5	3	-0.3	0	0
Cc1nn(-c2ccc(F)cc2)c2nc(N)c(C#N)c(-c3cccs3)c12	-7	0.1	3	-1	-6	·	-1	-1.8	·	3
Cc1cc(=O)oc(C)c1C(=O)NCCCN1CCN(c2ccccc2F)CC1	-7	0.2	7	6	-3	2	-3	·	-6	2
COc1ccc(NC(=O)CCNC(=O)c2ccco2)c(OC)c1	-3	-0.6	-8	-5	0	-4	-3	-1.9	-5	3
CN1CCN(C(=O)c2ccccc2NC(=O)c2cccc(Cl)c2)CC1	-1	1.2	-4	4	-1	12	2	-0.9	8	3
COc1ccc(/C(N)=N/OC(=O)c2cccc([N+](=O)[O-])c2)cc1	-2	0.5	0	6	·	-13	-5	0.1	25	0
O=C(NCC(c1ccco1)N1CCCC1)c1cc(=O)[nH]c2ccccc12 (stereo unspecified)	4	0.6	-3	0	58*	8	-5	-1.1	-12	-2
CCN(CC)CCNC(=O)c1ccc(CS(=O)(=O)c2ccccc2C)o1	-1	-1.9	-10	6	2	-3	-4	-1.6	-13	-1
O=c1cc(O)nc(SCc2ccccc2)n1-c1ccc(Cl)cc1	7	-0.6	-3	-1	-2	-3	2	-1.7	-5	-1
COc1ccc(Cl)cc1S(=O)(=O)N1CCC(O)(c2ccc(Cl)cc2)CC1	-1	2.9	-7	0	62*	11	3	0.8	·	-6
COCCCN1C(=O)c2ccc(C(=O)N3CCN(c4ccc(OC)cc4)CC3)cc2C1=O	0	-1.1	-1	6	1	4	-2	-1.0	2	4
O=C(O)c1cccc(Nc2nc(N3CCOCC3)nc(N3CCOCC3)n2)c1	-2	1.4	2	-5	-5	2	-1	0.3	-11	-2
O=C(N/N=C1\CCCc2c1[nH]c1ccc(Cl)cc21)c1ccncc1	-10	-1.6	-4	10	-6	31	-6	-0.7	-38	-5
COc1cc(OC)cc(N2C(=O)CC(N3CCC(C(=O)N4CCCCC4)CC3)C2=O)c1 (stereo unspecified)	-6	-0.9	-4	-7	-2	-2	-7	0.3	-6	2
CN1CCN(Cn2cc(/C=C/C(=O)c3ccccc3)c3ccccc32)CC1	-11	-0.5	-2	2	·	-2	-5	-1.5	?	-5
Next part
SMILES	dFosB act	CDK5 inh	Tat export inh	RTF Ca sens act	Wnt bcat act	Rtt109 HAT inh	CAL PDZ FP-1	CAL PDZ FP-2	MITF act	V-ATPase pH
CCOC(=O)c1c(-c2ccc(Cl)cc2)csc1NC(=O)CNCc1ccco1	-11	-1.3	6	-3	4	-4	7	0.8	-5	-2
O=C(CNC(=S)N(Cc1ccccc1)Cc1cccnc1)NC1CC1	-8	-1.8	3	6	-2	-9	4	-1.7	13	-2
O=C(CN(C(=O)c1csnn1)c1ccccc1C(F)(F)F)NCc1ccccc1	-2	-0.3	-1	1	0	2	2	-2.9	-3	0
O=[N+]([O-])c1ccc(C(O)CN=Cc2ccc(O)cc2O)cc1 (stereo unspecified)	-5	-0.3	-12	-3	5	-1	-1	-2.8	-2	-2
CCNC(=O)c1c(NC(=O)C2COc3ccccc3O2)sc2c1CCCC2 (stereo unspecified)	27*	-2.4	15	-5	·	-1	-4	0.4	3	-1
Cc1ccccc1NC(=S)NC(C)CCc1ccccc1 (stereo unspecified)	-13	-0.5	21	2	1	9	·	-0.9	-2	-7
Cc1cccc(NC(=O)C(C)Oc2ccccc2C)n1 (stereo unspecified)	-2	-1.0	-3	3	·	9	-1	-0.7	-1	-4
Cc1cccc(N(C(=O)c2cnc3n(c2=O)CCS3)C2CCCCC2)c1	-5	-0.2	0	1	-1	3	-3	-3.3	-6	-2
COc1cc2c(cc1OC)CN(C1CC(=O)N(c3c(C)cccc3C)C1=O)CC2 (stereo unspecified)	-10	-0.4	4	-3	2	-1	-2	-0.2	8	-2
CCCN1CCN(C(=O)c2cn(CC(C)C)c(=O)c3cc(OC)c(OC)cc23)CC1	-9	-1.2	-5	7	-1	-5	-17	-0.6	·	-2
CCOC(=O)COc1coc(CN2CCN(c3cccc(Cl)c3)CC2)cc1=O	1	-1.3	-14	2	1	3	0	-2.1	27	-1
CC(C)OCCCNC(=O)CN1CCN(Cc2ccc(Cl)cc2)C1=O	-1	2.0	-1	-1	-4	5	-7	0.2	-4	-1
CCOC(=O)C(/C=C(\C#N)C(=O)OCC)=C(/N)N1CCN(c2c(C)cccc2C)CC1	-6	0.4	5	-1	·	0	-8	-0.3	-4	-7
Cc1cc(/C=C(/C#N)C(=O)Nc2ccccc2)c(C)n1-c1cccnc1	-6	0.2	-1	-9	·	1	-6	-0.4	52	1
CCOC(=O)C(C)Oc1cccc2c(=O)n(CC(=O)Nc3cccc(OC)c3)ccc12 (stereo unspecified)	7	-0.3	1	0	-1	-2	-2	-0.6	2	-2
CCN(Cc1ccccc1)c1ccc(N=Nc2nn(C)c(C)c2[N+](=O)[O-])cc1	-2	-1.3	10	1	3	6	2	-0.1	54	5
